PLK1 PBD block = PLK1 (human) polo-box domain binding inhibition. Plk1 PBD binding of FITC phosphopeptide, fluorescence polarization. Potency, µM, for inactives: max response, negative = inhibition, most hits filed as inhibitors. 2.8% of 360,000 active. AID 720504; note: potency is the fitted concentration of half-maximal effect; series mostly up to about 57 µM; % is set by controls: 0 for no effect and ±100 for the full control effect; nearly all actives have a fitted effect of over 65% in size
HEK293 tox = cytotoxicity counter-screen for GLP-1 receptor inverse agonists; HEK293 cAMP-luciferase reporter cells, luminescence, 24 h; Potency, µM (series often up to 38.3 µM), inactives show top-dose activity change, negative = inhibition, usual class: inhibitors; 0.13% of 410,000 active;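 note: loss of luciferase light is scored as toxicity; potency is the fitted concentration of half-maximal effect; % is set by controls: 0 for no effect and ±100 for the full control effect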
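Cells in DMEM/10% Nu serum/1% pen-strep, 1536-well format. Pre-incubated 12 h, dosed with 23 nL compound, incubated a further 24 h. Luciferase detection, 12 min at room temp, luminescence.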
DRD3 antagonist = antagonists of human D3 dopamine receptor; max response, negative = inhibition, %; P35462; 2.5% of 360,000 active; D3R cells, DiscoveRx beta-arrestin luminescence, antagonist mode; active compounds read low; in the data active = max response below about -50%; inconclusive = no clear call, values can overlap the other calls; note: % is set by controls: 0 for no effect and ±100 for the full control effect; mostly tested at two doses, the higher about 12 µM
Target sequence (P35462 whole entry, looked up): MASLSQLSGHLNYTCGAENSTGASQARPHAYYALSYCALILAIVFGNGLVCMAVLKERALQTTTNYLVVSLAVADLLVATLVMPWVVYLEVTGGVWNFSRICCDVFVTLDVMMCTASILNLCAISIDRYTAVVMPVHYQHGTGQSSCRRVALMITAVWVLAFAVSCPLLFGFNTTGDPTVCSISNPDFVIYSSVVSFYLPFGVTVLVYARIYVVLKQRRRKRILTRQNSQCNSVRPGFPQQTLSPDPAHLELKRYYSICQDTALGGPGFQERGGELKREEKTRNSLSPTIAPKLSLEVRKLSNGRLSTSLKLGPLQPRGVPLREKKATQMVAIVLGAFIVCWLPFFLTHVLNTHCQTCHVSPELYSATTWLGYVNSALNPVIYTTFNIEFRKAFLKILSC
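Cells expressing the human receptor were seeded at 1500 cells/well, incubated overnight at 37 degrees C in 5% CO2, then exposed to library compounds with dopamine controls for 90 minutes at 37 degrees C before luminescent detection.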
PI5P4K alpha inh = inhibitors of human PI5P4K alpha. PI5P4Kalpha enzyme, ADP-Glo luminescence, 60 min; active compounds read low. max response, %. 1.2% of 330,000 active. AID 652105. P48426; active = max response of -50% or lower; inconclusive = between -30% and -50%; inactive = -30% or higher; note: value at the top dose of about 77 µM; % is set by controls: 0 for no effect and ±100 for the full control effect
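Human PI5P4Kalpha with substrate in 0.038 M HEPES pH 7.4, 0.28 mM EGTA, 0.1% CHAPS, 5% DMSO; reaction started with 5 microM ATP (final), 60 min at room temperature. ADP formed read by ADP-Glo luminescence.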
IL-2 act = activates IL-2 in a cell-based reporter assay | IL-2 activation reporter assay, cell-based qHTS; stimulated with anti-CD3/CD4/CD28 beads; in transgenic mouse T cells | activation, % (series mostly up to about 46 µM) | 0.065% of 360,000 active; in the data active = activation above about 50%; inconclusive = mostly about 30% to 49%; note: 0% is about no effect
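First, unstimulated transgenic mouse T cells were exposed to compound for 60 min. Next, anti-CD3/anti-CD4-coated beads with anti-CD28 were added. Finally, after 18 h at 37 degrees C, EGFP and DsRed were imaged.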
D3 ag = agonists of human D3 dopamine receptor | D3R DiscoveRx beta-arrestin cells, luminescence, 90 min | max activation, % | 0.58% of 410,000 active; in the data active = max activation above about 30%; note: 0% is about no effect; mostly tested at two doses, the higher about 12 µM
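Cells at 1500/well, incubated overnight, then treated with pinned compounds (dopamine as control) for 90 min at 37 degrees C. DiscoveRx reagent added for 30 - 60 minutes at room temperature; luminescence read.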
WRN helicase inh = blocks human WRN helicase | 0.46% of 360,000 active | WRN helicase unwinding, fluorescent forked duplex, kinetic | Potency, µM (titrated, usually from 114 µM), without a hit: at the highest dose activity change, negative = inhibition, hits mostly inhibitors | AID 651768; note: potency is the fitted concentration of half-maximal effect; % is set by controls: 0 for no effect and ±100 for the full control effect; nearly all actives have a fitted effect of over 55% in size
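Kinetic fluorescence helicase assay: unwinding of a quenched forked DNA duplex (100 nM final) with 2 mM ATP final raises red fluorescence (525/598 nm). Compounds sat 15 min at room temperature with 20 nM WRN beforehand.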
GLP1R inv ag = acts as inverse agonist at human GLP-1 receptor. P43220. HEK293 GLP-1R CRE-luciferase, luminescence, 24 h; GLP-1R form is constitutively active. Potency, µM (top dose mostly 38.3 µM), without a hit: at the highest dose activity change, negative = inhibition, most hits filed as inhibitors. 1.6% of 410,000 active; note: potency is the fitted concentration of half-maximal effect; % is set by controls: 0 for no effect and ±100 for the full control effect; nearly all actives have a fitted effect of over 55% in size
Target sequence (P43220 whole entry, looked up): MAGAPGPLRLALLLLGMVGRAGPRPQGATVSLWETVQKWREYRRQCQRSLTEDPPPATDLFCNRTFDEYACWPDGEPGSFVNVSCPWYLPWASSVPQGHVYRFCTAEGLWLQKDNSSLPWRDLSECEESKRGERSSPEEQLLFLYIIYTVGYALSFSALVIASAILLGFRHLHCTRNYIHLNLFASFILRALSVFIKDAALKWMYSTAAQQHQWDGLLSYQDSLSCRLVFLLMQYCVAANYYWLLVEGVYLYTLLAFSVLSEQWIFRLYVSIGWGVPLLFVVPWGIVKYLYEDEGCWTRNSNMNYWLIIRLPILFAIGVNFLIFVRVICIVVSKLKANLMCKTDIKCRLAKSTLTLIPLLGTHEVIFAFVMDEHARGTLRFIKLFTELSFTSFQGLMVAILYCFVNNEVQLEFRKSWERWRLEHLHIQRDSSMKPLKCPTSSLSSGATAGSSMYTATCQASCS
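Seeding at 200 cells/uL, 12 h culture, 24 hr compound treatment, then luciferase reagent and a luminescence read; cells are HEK293 stably expressing a constitutively active GLP-1R plus cAMP-responsive luciferase.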
GLP-1R agonist = activates the human GLP-1 receptor | HEK293 GLP-1R CRE-luciferase, luminescence, 4-6 h; cells express a hypersensitive GLP-1R form | Potency, µM (titrated, usually from 45.6 µM), for inactives: at the top dose activation, most hits filed as activators | AID 624172 | P43220 | 0.007% of 380,000 active; note: potency is the fitted concentration of half-maximal effect; % of control where 0% means no effect
Numbers without * were called inactive; ? = inconclusive; / = not tested or not shown; & = joins results of further samples; [ ] = dose if it differs, or a comment. Unless noted, calls come from the whole dose curve; as a rule, active = well fitted curve in the direction sought with a large enough effect; inconclusive = small, poorly fitted or top-dose-only effect, or another doubt; inactive = no such curve, though single readings can be large; an effect the other way counts as inactive or inconclusive. No enrichment for hits; 7.8% or so of the library scored in one or more.

SMILES | PLK1 PBD block | HEK293 tox | DRD3 antagonist | PI5P4K alpha inh | IL-2 act | D3 ag | WRN helicase inh | GLP1R inv ag | GLP-1R agonist
COc1ccc(NC(=O)c2cc(C3CCCCN3C(=O)c3cc(F)ccc3C)on2)c(C)c1 (stereo not drawn) | 1% | -2% | 3 | 2 | -0.9 | -1 | -4% | -29% | -1%
NCCOc1ccc(C23CC4CC(CC(C4)C2)C3)cc1 | 2% | ? | 35 | 36 | -1.0 | 3 | -10% | ? | 4%
CCC(C)NC(=O)C1(N2C(=O)c3ccccc3C2=O)CCCC1 (stereo not drawn) | 7% | 11% | -17 | -2 | 0.0 | -3 | -11% | 9% | 8%
COc1cccc(NC(=O)Cc2ccc3ccccc3c2)c1 | -8% | 21% | -16 | 6 | -0.5 | 0 | -1% | ? | 8%
COC(=O)c1cc(Br)ccc1NC(=O)Nc1ccc(C)cc1 | -6% | -4% | -80* | 8 | 1.0 | -6 | 10% | -25% | -8%
CCOC(=O)C(=O)NNc1ccccc1OC | 4% | 4% | 16 | 4 | -0.9 | 9 | -13% | ? | 0%
Cc1ccccc1NC(=O)CSc1nnc(CNC(=O)c2ccc3c(c2)OCO3)n1C | 6% | ? | -1 | -9 | 0.2 | 3 | -9% | ? | 0%
O=C(Nc1cccnc1)C1CCN(S(=O)(=O)c2ccc(Cl)cc2)CC1 | 3% | 1% | -2 | -5 | -0.1 | 1 | -22% | 2% | -3%
CC1CCCCC1NC(=O)c1ccc(N2CCCC2=O)cc1 (stereo not drawn) | -12% | 6% | 13 | / | -0.8 | -7 | -10% | -5% | -9%
O=c1[nH][nH]c2c1[C@H](c1ccc(F)cc1)O[C@H](CCC(F)(F)F)C2 | 7.5µM* | -1% | 5 | 4 | -0.9 | 2 | -5% | ? | -3%
Nc1c(C(=O)C2CC2)sc2nc(-c3ccccc3)cc(C(F)(F)F)c12 | -16% | 93%[activator] | -5 | / | 1.5 | -5 | -3% | 0% | 11%
Cc1cc(NC(=O)CSc2ccnc(=O)[nH]2)no1 | -10% | 13% | 17 | -3 | -0.3 | -8 | ? | 29% | -7%
CCCn1cc(CN2CCC(N3CCC(C(=O)N4CCOCC4)CC3)CC2)c(C)n1 | -4% | -1% | -16 | -1 | -1.6 | -8 | 1% | 19% | 13%
COc1ccccc1N1CCN(S(=O)(=O)c2c[nH]c(=O)[nH]c2=O)CC1 | -16% | -1% | ? | -8 | 1.5 | -11 | -33% | -3% | 3%
C=CCn1c(-c2csc(-c3ccc(Cl)cc3)n2)n[nH]c1=S | -12% | 3.5µM* | 0 | -9 | 0.8 | -14 | -4% | ? | -25%
CSc1ccccc1NC(=O)CN(C)Cc1c(O)ccc2ccccc12 | 11µM* | -55% | -17 | -18 | -0.1 | -14 | -30% | -22% | 9%
CS(=O)(=O)N1CCC(Oc2ccccc2C(=O)N2CCCCC2CO)CC1 (stereo not drawn) | -1% | -8% | -3 | 0 | 1.6 | 4 | -8% | 15% | 3%
O=C(Nc1ccccc1)OCCNC(=O)c1cccc(Cl)c1 | -3% | 14% | -7 | 4 | 1.7 | 0 | -2% | ? | 5%
CCOC(=O)CN(C(=O)CSc1nnc(Cc2ccccc2)n1-c1ccc(C)cc1)c1ccccc1 | -3% | -7% | -23 | 5 | -0.3 | -2 | -1% | ? | 12%
COc1ccccc1N1CCN(C(=O)c2ccc3c(c2)CCN3S(=O)(=O)c2ccccc2)CC1 | -8% | -9%&-12% | 4 | 7 | -3.1 | -1&11 | -6% | 7.9µM* | 5%
N/C(=N\OC(=O)c1ccc(Cl)cc1Cl)c1ccncc1 | 0% | 14% | -10 | 2 | 0.0 | -1 | 0% | 0% | -5%
COC(=O)c1cc(OC)c(OC)c(OC)c1NC(=O)c1ccc(S(=O)(=O)N(C)C)cc1 | 1% | -24% | -88* | / | -1.4 | -2 | -5% | 9% | 7%
O=C(Cc1ccccc1)N1CCCC(c2nc(-c3ccc(S(=O)(=O)N4CCCC4)cc3)no2)C1 (stereo not drawn) | 1% | -4% | 9 | / | -0.1 | 26 | -8% | ? | 0%
O=C1CC(c2c(Cl)cccc2Cl)c2c(ccc3ccccc23)N1 (stereo not drawn) | / | 5% | / | / | / | 9 | / | 16% | 1%
c1ccc(C(c2nnnn2C2CCCC2)N2CCN(c3nc4ccccc4s3)CC2)cc1 (stereo not drawn) | -10% | 21% | -11 | 5 | -0.4 | 3 | -4% | 1% | 0%

Limited to HEK293 tox, WRN helicase inh and DRD3 antagonist, for some of the entries so far:
SMILES | HEK293 tox | WRN helicase inh | DRD3 antagonist
CSc1ccccc1NC(=O)CN(C)Cc1c(O)ccc2ccccc12 | -55% | -30% | -17
CS(=O)(=O)N1CCC(Oc2ccccc2C(=O)N2CCCCC2CO)CC1 (stereo not drawn) | -8% | -8% | -3

Next section:
SMILES | PLK1 PBD block | HEK293 tox | DRD3 antagonist | PI5P4K alpha inh | IL-2 act | D3 ag | WRN helicase inh | GLP1R inv ag | GLP-1R agonist
Cc1[nH]n(S(=O)(=O)Cc2ccccc2)c(=O)c1N=Nc1ccccc1Cl | -18% | 4% | ? | 0 | 1.0 | -8 | -33% | -20% | -1%
Cc1ccc(S(=O)(=O)N2C[C@H]3C(=O)C[C@@H](c4cccc(Cl)c4)N(S(=O)(=O)c4ccc(C)cc4)[C@H]3C[C@H]2c2ccc(Cl)cc2)cc1 | -1% | -4% | 1 | -5 | -1.3 | 4 | 2% | 6% | 2%
COc1ccc(C)cc1NC(=O)CCNS(=O)(=O)c1ccc2c(c1)CCC(=O)N2 | -11% | -2% | -10 | -7 | -0.6 | 1 | -4% | 4% | -3%
COC(=O)c1ccc(NC(=O)CN(c2ccc(C)cc2)S(=O)(=O)c2c(C)nn(C)c2C)cc1 | -4% | 0% | 5 | / | -1.5 | -7 | -6% | -38% | 2%
O=C(N/N=C/c1ccc(N2CCCCC2)o1)c1ccccc1[N+](=O)[O-] | -26% | -18% | -4 | -20 | -0.5 | 2 | ? | 13% | -17%
CC(C)OC(=O)c1ccc(NCc2cc(O)ccc2O)cc1 | ? | ? | ? | -16 | -2.7 | -3 | -11% | ? | -10%
Cc1cc(OCC(=O)NC2CC(C)(C)NC(C)(C)C2)c2c(C)c(C)c(=O)oc2c1 | -14% | 1% | 1 | 7 | -1.4 | 0 | -1% | 1% | 9%
Cc1cc(C)n(C(=O)N(c2ccccc2)c2ccccc2)n1 | 4% | 5% | 6 | 8 | -1.8 | -1 | 6% | ? | 4%
CCN1C(=O)[C@H]2[C@H]3CN=C(SCc4ccc(Cl)cc4)N3[C@@](Cc3ccccc3)(C(=O)OC)[C@H]2C1=O | -8% | -12% | -63* | 12 | 0.0 | -48 | -11% | ? | 3%
CC(=O)Nc1cccc(-n2nnc(SCC(=O)c3ccccc3)n2)c1 | -17% | 11% | -3 | 0 | 3.6 | -1 | 1% | 17% | -7%
CCOC(=O)/C=C1\SC(C)C(=O)N1CC(=O)N(CCC#N)c1ccccc1 (stereo not drawn) | -23% | 2% | -1 | -3 | 1.3 | 0 | -3% | 15% | 6%
CC(=O)NC(c1ccccc1)c1nc(-c2cccc(C(C)C)c2)cs1 (stereo not drawn) | 5% | 1% | 20 | 18 | -0.6 | -9 | -7% | ? | 29%
COc1ccc(S(=O)(=O)Nc2cccc(C)c2C)c2cccnc12 | -4% | -6% | -12 | 3 | -0.2 | -4 | -3% | 5% | 10%
Cc1cccc2c1cnn2C(=O)CCC(=O)NCc1ccc(F)cc1 | -14% | 3% | -11 | 0 | -0.2 | 2 | 0% | -3% | -2%
CCOC(=O)c1cnc(-c2ccccc2)[nH]c1=O | -6% | 78%[activator] | 12 | -1 | -1.6 | 0 | 3% | 13% | 3%
CCOC(=O)c1nnc(-c2ccccc2)nc1NC | -7% | 8% | 0 | 1 | -2.8 | -2 | -20% | 8% | -2%
CCSc1ncccc1C(=O)N[C@@H](CCSC)C(=O)OC | -21% | 1% | 6 | 8 | 0.2 | -5 | 15% | 1% | 9%
CCn1c(=N)n(CCO)c2ccccc21 | -9% | 8% | 22 | 1 | -1.4 | -2 | -30%[57.1 µM] | 4% | 0%
C[C@H](CO)N1C[C@H](C)[C@@H](CN(C)Cc2ccccn2)Oc2ncc(Br)cc2C1=O | 2% | -19% | -29 | 5 | -0.8 | 0 | 10% | 2% | -3%
Oc1ccc(N=Nc2ccccc2)cc1 | 5% | -27% | -4 | 23 | -2.5 | -2 | 0% | 10% | 5%
CCN(CC(=O)NC1CCS(=O)(=O)C1)S(=O)(=O)c1ccc(Cl)c(C(F)(F)F)c1 (stereo not drawn) | -20% | 3% | 3 | 4 | -1.0 | 4 | -8% | 11% | -9%
CC(=O)c1nccs1 | -5% | 3% | 18 | -4 | -0.1 | 11 | 6% | 8% | -2%
Cc1cccc(C(=O)Oc2coc(CSc3nnc(NC(=O)C4CC4)s3)cc2=O)c1 | -10% | -6% | 5 | ? | 4.6 | 3 | -32%[57.1 µM] | -6% | -13%
O=C(Nc1ccc(CN2CCS(=O)(=O)CC2)cc1)c1ccc(Cl)cc1 | -2% | -30% | 8 | 4 | 2.2 | 11 | -4% | 2% | 14%
O=C(Nc1ccc(N2CCN(C(=O)c3ccccc3)CC2)c(Cl)c1)c1ncn[nH]1 | -2% | 5% | 12 | -20 | 3.5 | -6 | -14% | -5% | 3%
COc1ccc(/C=C(/NC(=O)c2ccc(C)cc2)C(=O)NCC2CCCO2)cc1 (stereo not drawn) | -15% | -1% | -2 | 8 | 1.3 | -8 | 11% | 4% | 1%
Cc1cccc(NC(=S)NC(=O)c2cc(-c3ccccc3)nc3ccccc23)c1 | -10% | 3% | -54* | 1 | -2.1 | -14 | -7% | ? | -9%

Of the compounds above, 2 have bromine.
SMILES | PLK1 PBD block | HEK293 tox | DRD3 antagonist | PI5P4K alpha inh | IL-2 act | D3 ag | WRN helicase inh | GLP1R inv ag | GLP-1R agonist
COC(=O)c1cc(Br)ccc1NC(=O)Nc1ccc(C)cc1 | -6% | -4% | -80* | 8 | 1.0 | -6 | 10% | -25% | -8%
C[C@H](CO)N1C[C@H](C)[C@@H](CN(C)Cc2ccccn2)Oc2ncc(Br)cc2C1=O | 2% | -19% | -29 | 5 | -0.8 | 0 | 10% | 2% | -3%

High-throughput results deposited in PubChem BioAssay by National Center for Advancing Translational Sciences (NCATS).
